High-throughput results from PubChem BioAssay.
MLLE-PAM2 inh – inhibitors of PABP1 MLLE–PAM2 peptide binding, primary screen, biochemical, fluorescence polarization, FITC-PAM2, GST-MLLE. Polyadenylate-binding protein 1 (Homo sapiens), P11940. inhibition, % at 20 µM. hit rate 0.36% among 360,000; in the data active means inhibition above about 35%, passing the limit was not always enough;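 further: plate controls were DMSO wells with GST-MLLE for no effect and wells lacking GST-MLLE protein for full effect; some results filed as inactive read as strong as hits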
Target sequence (P11940 whole entry, looked up): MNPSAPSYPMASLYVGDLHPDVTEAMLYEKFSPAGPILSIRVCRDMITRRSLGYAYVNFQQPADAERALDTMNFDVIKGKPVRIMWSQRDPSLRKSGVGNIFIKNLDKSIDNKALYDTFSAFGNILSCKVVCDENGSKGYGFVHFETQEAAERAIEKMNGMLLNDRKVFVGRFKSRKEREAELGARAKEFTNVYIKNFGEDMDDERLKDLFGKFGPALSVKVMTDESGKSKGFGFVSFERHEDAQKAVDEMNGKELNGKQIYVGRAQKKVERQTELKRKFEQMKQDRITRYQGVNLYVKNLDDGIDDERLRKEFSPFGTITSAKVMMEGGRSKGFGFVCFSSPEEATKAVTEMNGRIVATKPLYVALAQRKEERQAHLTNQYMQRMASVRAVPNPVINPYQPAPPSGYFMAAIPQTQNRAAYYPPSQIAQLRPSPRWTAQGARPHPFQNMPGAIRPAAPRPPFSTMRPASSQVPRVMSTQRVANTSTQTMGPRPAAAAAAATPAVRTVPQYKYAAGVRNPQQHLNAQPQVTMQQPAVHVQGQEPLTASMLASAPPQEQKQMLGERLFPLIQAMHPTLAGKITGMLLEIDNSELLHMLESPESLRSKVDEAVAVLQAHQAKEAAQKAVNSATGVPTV
CSN deneddyl inh – inhibitors of CSN-mediated cullin deneddylation, primary screen, biochemical, fluorescence polarization, uHTS. inhibition, % at 12.5 µM. Purified CSN, SCF-Nedd8-OG deneddylation. AID 651999, 2013. COP9 signalosome complex subunit 5 (Homo sapiens), Q92905. hit rate 0.38% among 360,000;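 active means pattern-corrected inhibition above about 35%, with an unprinted fluorescence ratio check between 0.5 and 1.5, limit read from the data, passing the limit was not always enough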;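 further: 0% = enzyme with substrate and 100% = substrate without enzyme; some results filed as inactive read as strong as hits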
Target sequence (Q92905 whole entry, looked up, one chain of several): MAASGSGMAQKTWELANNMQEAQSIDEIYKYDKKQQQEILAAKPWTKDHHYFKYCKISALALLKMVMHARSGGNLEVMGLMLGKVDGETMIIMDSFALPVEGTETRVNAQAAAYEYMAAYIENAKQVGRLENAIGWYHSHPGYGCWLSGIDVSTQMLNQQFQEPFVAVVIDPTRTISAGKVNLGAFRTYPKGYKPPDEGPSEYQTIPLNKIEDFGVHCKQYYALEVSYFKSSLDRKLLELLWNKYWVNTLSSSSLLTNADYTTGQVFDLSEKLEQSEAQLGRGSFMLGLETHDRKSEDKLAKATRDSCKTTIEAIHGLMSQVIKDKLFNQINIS
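Test system: Human Csn5 produced in HEK293T cells | Compound: 12.5 µM single point | Times: 90 min, room temperature | Signal: Fluorescence polarization readout | Read-out basis: % inhibition of substrate cleavage by Csn5 | Controls: no-enzyme wells high, enzyme-with-substrate wells low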
FAS TE block – FAS thioesterase domain inhibitors, primary screen, biochemical, fluorescence intensity, uHTS; Fatty acid synthase (Homo sapiens), P49327; recombinant FAS-TE, OMFH fluorogenic substrate, fluorescence endpoint; inhibition, % at 15 µM; hit rate 0.67% among 360,000; AID 602261, 2012;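 active means compounds whose normalised, plate-corrected inhibition of enzyme fluorescence in the single-dose primary screen is 50% or more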;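 further: 0% = DMSO with enzyme and 100% = substrate without enzyme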
Neddylation inh – inhibitors of cullin neddylation, primary screen, biochemical, TR-FRET, uHTS, NAE and Ubc12 | hit rate 0.58% among 360,000 | calls only at 25 µM; in the data active means inhibition above about 36%
bovine MsrA act – bovine MsrA enzyme activators, primary screen, biochemical, absorbance, HTS; Methionine sulfoxide reductase A (Bos taurus); hit rate 0.3% among 360,000; activation, % at 10.6 µM; purified bovine MsrA, absorbance read-out; AID 602163, 2012; in the data active means activation above about 7.5%;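 further: 0% = vehicle and 100% = reference activator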
TbMetRS inhib – T. brucei MetRS inhibitors, primary screen, biochemical, luminescence | inhibition, % at 11.9 µM | hit rate 0.4% among 360,000 | purified T. brucei MetRS, ATP depletion, Kinase-Glo luminescence | methionyl-tRNA synthetase (Trypanosoma brucei brucei) | AID 624268, 2012;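 active means inhibition above a per-plate cutoff of the control wells' mean inhibition plus 3 SD, cut at about 5.5% in these data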;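 further: 0% = DMSO wells median and 100% = median of wells with control inhibitor compound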
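Test system – parasite MetRS enzyme · Reagent – substrates ATP, L-methionine and bulk Escherichia coli tRNA · Doses – 11.9 µM compound single dose, 0.9% DMSO · Times – 15 min enzyme-compound preincubation, 2 h reaction, 10 min detection, 25 °C · Signal – Kinase-Glo luminescence, ATP depletion format · Controls – DMSO-only wells as low control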
Rin1 Abl inh – inhibitors of Rin1-Abl protein binding, primary screen, biochemical, TR-FRET | Tyrosine-protein kinase ABL1 (Homo sapiens) + Ras and Rab interactor 1 (Homo sapiens), … | inhibition, % at 7.35 µM | hit rate 0.4% among 360,000; in the data active means inhibition above about 5%, passing the limit was not always enough
MsrA inhibitor – bovine MsrA enzyme inhibitors, primary screen, biochemical, absorbance, HTS. Methionine sulfoxide reductase A (Bos taurus). purified bovine MsrA, absorbance read-out. inhibition, % at 15.5 µM. hit rate 0.75% among 360,000; in the data active means inhibition above about 4.5%;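 further: 0% = vehicle wells with enzyme and 100% = reference inhibitor wells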
E coli Lon inh – inhibitors of E. coli Lon protease, primary screen, biochemical, fluorescence polarization; P0A9M0; AID 602123, 2011; hit rate 0.42% among 360,000; inhibition, % at 7.94 µM; purified E. coli Lon protease; in the data active means inhibition above about 13%, passing the limit was not always enough;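 further: 0% = enzyme with probe and DMSO and 100% = no enzyme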
* marks the source's active call; other numbers are inactive results; i = inactive; / = not tested or not shown; + = active, no number.

SMILES	MLLE-PAM2 inh	CSN deneddyl inh	FAS TE block	Neddylation inh	bovine MsrA act	TbMetRS inhib	Rin1 Abl inh	MsrA inhibitor	E coli Lon inh
CCN(CC(=O)Nc1cc(Cl)ccc1C)C(=O)c1ccc(N2CCCC2=O)cc1	0	-3	-6	i	-2	0.1	2	/	6
CCc1ccc(N=CC23c4ccccc4C(c4ccccc42)C2C(=O)N(c4ccc(OC)cc4)C(=O)C23)cc1 (configuration not stated)	4	1	38	i	2	-0.8	6	0.3	17
O=C(NCC(=O)N1CCC2(CC1)NCCc1[nH]cnc12)c1cccc(Cl)c1	-2	-1	-9	i	-2	0.1	-1	0.3	-2
CCc1ccc2c(c1)c1nc(C)sc1n2CC	6	54*	5	i	26*	0.5	3	0.2	-9
CN(C)C(CNC(=O)c1cccc(C(F)(F)F)c1)c1ccco1 (configuration not stated)	-3	6	-4	i	-6	0.3	-1	-0.2	-3
CC1CN(C(=S)Nc2ccccc2)CC(C)O1 (configuration not stated)	-8	3	-6	i	-3	-1.2	1	-0.4	4
O=C(NCCN1CCOCC1)c1ccc2c(c1)N(Cc1cccc(F)c1)C(=O)c1ccccc1S2	-1	0	11	i	0	-0.1	-1	0.6	-2
O=C1c2cc(O)c(O)cc2OC(c2ccc(O)c(O)c2)C1O (configuration not stated)	23	2	-6	i	-6	0.4	3	2.1	-3
Cc1ccc(CC(=O)Nc2ccc(S(=O)(=O)Nc3nccc(C)n3)cc2)cc1	3	-2	-4	i	-1	-0.3	-1	0.2	-3
O=C(NCc1cccnc1)c1cc(S(=O)(=O)N2CCCCC2)ccc1Cl	0	1	-9	i	-4	-0.7	1	-0.3	-5
CCC(C)C(NC(=O)[C@@H](NC(=O)c1ccccc1F)C(C)C)C(=O)OC (some centres not stated)	7	3	-2	i	-4	-0.4	-4	1.7	-7
CN(C)CCCOc1cccc(Cl)c1	-2	-8	-10	i	-9	-1.3	-1	0.3	-6
CC1=NN(C(=O)Cn2ccc([N+](=O)[O-])n2)C(O)(C(F)(F)F)C1 (configuration not stated)	-5	-1	-9	i	-1	-0.1	1	-1.4	2
CC(C)c1ccccc1-n1c(SCC(=O)N2CCN(c3ccccc3)CC2)nnc1-c1cccnc1	-61	-1	0	i	1	0.3	6	0.2	-3
O=C(CCS(=O)(=O)c1cccs1)Nc1ccc(C(=O)NC2CCCC2)cc1	-7	2	-5	i	-4	-0.6	2	-0.6	-4
Nn1c(SCC(=O)Nc2ccccc2F)nnc1-c1cccs1	-4	-2	-8	i	-4	-0.2	-3	0.3	-8
COc1ccc(CNC(=O)C[C@H]2C[C@H](C(=O)N3CCCCC3)[C@@]3(CCc4ccccc4)c4[nH]c5ccc(Cl)cc5c4CCN3C2=O)cc1OC	2	3	69*	i	2	-1.6	3	-0.6	-4
CCN(CC(=O)Nc1ccccc1C(F)(F)F)C(=O)CCS(=O)(=O)c1ccc(C)cc1	7	-1	-3	i	-1	-0.3	3	-0.6	0
Cc1ccc(F)cc1NC(=O)CCNC(=O)c1ccc([N+](=O)[O-])cc1	-3	2	22	i	-3	0.0	0	-0.3	5
Cc1ccc(S(=O)(=O)N2CCCCC2)cc1NC(=O)COC(=O)c1ccc2c(c1)OCO2	-3	-1	-6	i	-3	0.4	-1	0.1	0
O=C(NCc1ccc(Cl)cc1)C1CCN(S(=O)(=O)c2cccnc2)CC1	3	4	37	i	-4	0.2	1	0.3	8
BrC(=C\c1ccccc1)/C=N/N1CCN(c2ccccn2)CC1	21	-2	7	i	-13	-0.7	-5	2.0	-5
CCCn1nc(C(=O)NC2CCCc3ccccc32)c2ccccc2c1=O (configuration not stated)	4	4	22	i	-5	-0.5	4	0.4	-4
CCCCCCCN1CCN=C1N(C)C	0	-4	-13	i	0	0.3	-2	-0.5	-7
Cc1sc2ncn(CC(=O)N3CCN(c4ccccc4)CC3)c(=O)c2c1S(=O)(=O)N1CCOCC1	14	3	4	i	-5	-1.0	2	0.5	-1
O=C(COc1ccccc1[N+](=O)[O-])N/N=C/c1ccncc1	8	3	-9	i	-7	-0.2	-1	0.0	-6
C#CCNc1c2c(nc3nnnn13)CCCC2	9	-5	-3	i	-2	-0.3	-5	-0.2	1
CC(OC(=O)Cc1c(F)cccc1Cl)C(=O)NC1(C#N)CCCCC1 (configuration not stated)	10	-6	-3	i	0	-0.1	2	3.5	2
CC(=O)N1CCN(C(=O)c2ccc(OC3CCN(Cc4ccccn4)CC3)cc2)CC1	11	0	-5	i	-3	0.1	2	-1.1	-4
C/C(CC(=O)Nc1cc(C)ccn1)=N\NC(=O)C(=O)Nc1cccc(C)c1	-9	-15	-9	i	-5	0.2	-1	0.1	4

Part of the list above in order of length of the SMILES, falling.
SMILES	MLLE-PAM2 inh	CSN deneddyl inh	FAS TE block	Neddylation inh	bovine MsrA act	TbMetRS inhib	Rin1 Abl inh	MsrA inhibitor	E coli Lon inh
COc1ccc(CNC(=O)C[C@H]2C[C@H](C(=O)N3CCCCC3)[C@@]3(CCc4ccccc4)c4[nH]c5ccc(Cl)cc5c4CCN3C2=O)cc1OC	2	3	69*	i	2	-1.6	3	-0.6	-4
Cc1sc2ncn(CC(=O)N3CCN(c4ccccc4)CC3)c(=O)c2c1S(=O)(=O)N1CCOCC1	14	3	4	i	-5	-1.0	2	0.5	-1
Cc1ccc(S(=O)(=O)N2CCCCC2)cc1NC(=O)COC(=O)c1ccc2c(c1)OCO2	-3	-1	-6	i	-3	0.4	-1	0.1	0
CC(=O)N1CCN(C(=O)c2ccc(OC3CCN(Cc4ccccn4)CC3)cc2)CC1	11	0	-5	i	-3	0.1	2	-1.1	-4
C/C(CC(=O)Nc1cc(C)ccn1)=N\NC(=O)C(=O)Nc1cccc(C)c1	-9	-15	-9	i	-5	0.2	-1	0.1	4
Cc1ccc(F)cc1NC(=O)CCNC(=O)c1ccc([N+](=O)[O-])cc1	-3	2	22	i	-3	0.0	0	-0.3	5
O=C(NCc1ccc(Cl)cc1)C1CCN(S(=O)(=O)c2cccnc2)CC1	3	4	37	i	-4	0.2	1	0.3	8
CC(OC(=O)Cc1c(F)cccc1Cl)C(=O)NC1(C#N)CCCCC1 (configuration not stated)	10	-6	-3	i	0	-0.1	2	3.5	2
O=C(COc1ccccc1[N+](=O)[O-])N/N=C/c1ccncc1	8	3	-9	i	-7	-0.2	-1	0.0	-6
BrC(=C\c1ccccc1)/C=N/N1CCN(c2ccccn2)CC1	21	-2	7	i	-13	-0.7	-5	2.0	-5
Nn1c(SCC(=O)Nc2ccccc2F)nnc1-c1cccs1	-4	-2	-8	i	-4	-0.2	-3	0.3	-8
C#CCNc1c2c(nc3nnnn13)CCCC2	9	-5	-3	i	-2	-0.3	-5	-0.2	1
CCCCCCCN1CCN=C1N(C)C	0	-4	-13	i	0	0.3	-2	-0.5	-7

(list continues)
SMILES	MLLE-PAM2 inh	CSN deneddyl inh	FAS TE block	Neddylation inh	bovine MsrA act	TbMetRS inhib	Rin1 Abl inh	MsrA inhibitor	E coli Lon inh
CCCCCC(=O)N(O)C1CC(=O)N(c2ccccc2)C1=O (configuration not stated)	28	-4	-10	i	-2	-0.3	-3	-0.7	-1
CCCc1cc(-n2cnc3ccccc32)n2c(nc3ccccc32)c1C#N	-17	2	4	+	-4	-0.8	-2	0.5	-12
COc1ccc(S(=O)(=O)N2CCN(C(=O)NCc3ccc(C)cc3)CC2)cc1	-4	5	5	i	-1	-0.2	4	1.4	-5
C=CCc1cc(C)ccc1OCCCn1ccnc1	1	4	-6	i	-3	-0.6	0	-0.2	2
COC(=O)c1ccc(N2CCN(S(=O)(=O)c3c(C)cc(C)cc3C)CC2)c([N+](=O)[O-])c1	-11	4	21	i	-1	0.2	-3	0.9	6
Cc1ccc(S(=O)(=O)CC(=O)N2CCOCC2)cc1	-6	-2	-5	i	-4	0.2	-2	2.0	-6
CCn1c(SCC(=O)N/N=C/c2cc(OC)c(OC)c(OC)c2)nc2ccccc21	-9	-11	-3	i	-3	0.0	-3	0.9	-8
CN(C(=O)COC(=O)C1COc2ccccc2O1)c1c(N)n(Cc2ccccc2)c(=O)[nH]c1=O (configuration not stated)	-21	-8	-4	i	-4	-0.1	3	1.0	-4
Cc1ccnc(NC(=O)CCS(=O)(=O)c2ccccc2)c1	1	1	-4	i	-2	-0.3	-3	-0.5	-3
Cc1csc(NC(=O)CSc2nnc(-c3ccc(Cl)cc3)n2N)n1	-51	3	-4	i	-2	-0.5	-2	0.2	-9
COc1ccc(Cl)cc1-c1nc(SCC(=O)NC(C)(C)C)n[nH]1	-14	-9	0	i	-2	-0.4	2	0.1	3
O=C(NCc1cccnc1)C1c2ccccc2C(=O)N1C1CCCCCCC1 (configuration not stated)	-1	-3	-3	i	-6	-0.1	2	-1.1	4
CC(=O)Nc1ccc(Nc2cc(C)c3ccccc3n2)cc1	-3	1	4	/	-1	0.0	0	0.9	-1
Nc1nc2ccc(Cl)cc2cc1C(=O)NCc1ccc(Oc2ccccc2)cc1	/	-1	0	i	-3	-0.9	/	/	-2
COc1cccc(NC(=O)Cn2c(SCC(=O)N3CCOCC3)nc3ccccc32)c1	16	-2	-4	i	-6	3.6	4	0.6	9
CCCCn1c(CCCNC(=O)CC)nc2ccccc21	-7	0	-3	i	2	-0.5	-1	-0.1	-7
O=C(CN1CCc2ccccc21)NCc1ccc2c(c1)OCO2	4	0	3	i	-8	-0.3	6	-0.8	1
O=C(OCC#CCSc1nc2ccccc2o1)c1ccco1	-5	6	14	i	0	0.2	0	-1.2	2
C=CCn1c(SCC(=O)Nc2ccc(OC)cc2)nnc1-c1cnccn1	-8	4	-2	i	-3	-0.4	-4	0.3	-7
O=C(Nc1nc(-c2cccs2)c(C(=O)C(F)(F)F)s1)c1ccccc1	0	10	22	i	-4	0.0	2	1.1	-6
O=C(O)c1ccccc1-c1ccccc1C(=O)Nc1ccc2c(c1)C(O)c1ccccc1-2 (configuration not stated)	5	-4	-6	i	-3	0.0	-2	2.1	8
O=C1CNC(=S)N1Cc1ccc(Cl)cc1	-15	1	-2	i	-3	0.1	-2	0.4	-4
COc1cccc2c1cc1c(=O)n(CC(=O)N3CCC(C)CC3)nc(C)n12	-8	-1	-6	/	-2	-0.1	-3	0.0	7
COc1ccccc1NC(=O)C(=O)Nc1ccccn1	5	-2	1	i	-3	-0.1	-1	2.2	-6
COc1ccc(-n2c(Cc3cccn3C)nnc2SCC(=O)Nc2ccccc2)cc1	-26	6	-3	i	-2	-0.7	1	0.5	0
C=CCNCc1cccn1-c1sc2c(c1C#N)CCCC2	-23	-3	-4	i	-6	-0.5	-3	-0.9	-3

Taken from above.
`COc1ccc(-n2c(Cc3cccn3C)nnc2SCC(=O)Nc2ccccc2)cc1` – MsrA inhibitor: 0.5
`O=C(CN1CCc2ccccc21)NCc1ccc2c(c1)OCO2` – MsrA inhibitor: -0.8
